Screens: PubChem BioAssay, several laboratories
Mtb BioA inh = inhibitors of Mycobacterium tuberculosis BioA enzyme | purified M. tuberculosis BioA enzyme, plate reader | 0.096% of 360,000 active | inhibition, % at 9.99 µM; in the data active = inhibition above about 40%; inconclusive = no clear call, values can overlap the other calls
Mtb UGM inh = inhibitors of M. tuberculosis UDP-galactopyranose mutase; P9WIQ1; purified UGM, fluorescence polarization probe displacement; inhibition, % at 10 µM; 0.06% of 320,000 active; AID 504406; in the data active = inhibition above about 10%, passing the limit was not always enough; inconclusive = no clear call, values can overlap the other calls
Target sequence (P9WIQ1 whole entry, looked up): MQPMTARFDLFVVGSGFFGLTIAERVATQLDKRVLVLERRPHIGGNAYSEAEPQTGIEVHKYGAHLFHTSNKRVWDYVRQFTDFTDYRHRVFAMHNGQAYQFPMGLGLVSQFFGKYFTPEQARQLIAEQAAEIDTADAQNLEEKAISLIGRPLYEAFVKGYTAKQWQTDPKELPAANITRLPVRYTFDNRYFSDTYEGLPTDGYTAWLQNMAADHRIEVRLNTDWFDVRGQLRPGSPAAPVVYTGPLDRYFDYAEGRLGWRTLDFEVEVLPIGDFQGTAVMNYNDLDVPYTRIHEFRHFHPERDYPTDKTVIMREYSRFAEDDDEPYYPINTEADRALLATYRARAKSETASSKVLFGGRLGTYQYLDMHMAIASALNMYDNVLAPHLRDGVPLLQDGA
FadD28 FP inh = inhibitors of Mycobacterium tuberculosis FadD28 bisubstrate binding; inhibition, % at 12.5 µM; AID 588549; FadD28 bisubstrate probe binding, fluorescence polarization; 0.22% of 360,000 active; in the data active = inhibition above about 8.5%, passing the limit was not always enough; inconclusive = no clear call, values can overlap the other calls
MazF activator = activators of E. coli MazEF toxin-antitoxin RNase. P0AE70. FAM/BHQ RNA-DNA oligo cleavage fluorescence, 5 h. activation, % at 20 µM. 0.32% of 350,000 active. AID 504720; in the data active = activation above about 50%
Target sequence (P0AE70 whole entry, looked up): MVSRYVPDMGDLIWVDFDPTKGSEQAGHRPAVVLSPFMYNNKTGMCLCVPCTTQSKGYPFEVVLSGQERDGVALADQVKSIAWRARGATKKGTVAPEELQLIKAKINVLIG
GDH-TPI inh = inhibits GDH-TPI coupling enzymes, artifact for Mtb FBA screen | GDH-TPI coupled enzyme counterscreen, NADH absorbance | inhibition, % at 4.8 µM | 1.2% of 360,000 active; in the data active = inhibition above about 30%;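 also: 0% = DMSO wells and 100% = wells lacking the enzyme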
Mtb FBA inh = inhibits M. tuberculosis FBA enzyme; 2.3% of 360,000 active; P9WQA3; inhibition, % at 1 µM; purified M. tuberculosis FBA, fluorescence read-out; in the data active = inhibition above about 27%;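 also: 0% = vehicle and 100% = reference inhibitor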
Target sequence (P9WQA3 whole entry, looked up): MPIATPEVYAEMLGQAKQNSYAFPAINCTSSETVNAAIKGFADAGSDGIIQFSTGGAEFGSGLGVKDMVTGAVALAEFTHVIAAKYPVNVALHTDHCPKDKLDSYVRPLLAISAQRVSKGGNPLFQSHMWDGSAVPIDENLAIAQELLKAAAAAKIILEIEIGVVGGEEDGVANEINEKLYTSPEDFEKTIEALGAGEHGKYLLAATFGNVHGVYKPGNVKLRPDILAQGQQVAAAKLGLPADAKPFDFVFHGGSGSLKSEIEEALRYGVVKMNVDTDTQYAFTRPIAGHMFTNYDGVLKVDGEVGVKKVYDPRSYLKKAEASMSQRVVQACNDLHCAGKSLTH
PrPC surface inh = inhibitors of human cell surface prion protein PrPC. P04156. TR-FRET read-out. inhibition, % at 13.8 µM. 0.43% of 370,000 active. AID 720596; in the data active = inhibition above about 24%; also: 0% = median of the test wells and 100% = reference compound wells
Rv3671c inh = Rv3671c (M. tuberculosis) protease inhibition; 0.048% of 320,000 active; inhibition, % at 5.96 µM; AID 2606; in the data active = inhibition above about 38%;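 also: extracellular domain of Rv3671c used as enzyme; 0% = enzyme with DMSO and 100% = no enzyme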
BoNT-F LC inh = blocks Botulinum neurotoxin F light chain protease | Multiplex microsphere protease cleavage assay, flow cytometry | inhibition, % at 10 µM | 0.22% of 360,000 active | AID 588497; in the data active = inhibition above about 35%, passing the limit was not always enough; inconclusive = no clear call, values can overlap the other calls; also: plate controls were buffer without enzyme for full effect and enzyme alone for no effect
Numbers without * were called inactive; ? = inconclusive; / = not tested or not shown; & = joins results of further samples.

SMILES	Mtb BioA inh	Mtb UGM inh	FadD28 FP inh	MazF activator	GDH-TPI inh	Mtb FBA inh	PrPC surface inh	Rv3671c inh	BoNT-F LC inh
O=C(CO/N=C/c1ccc2c(c1)OCO2)Nc1cccc(Br)c1	-2.6	0.2	-1.4	11	1	0	9	-14	4
COc1ccc(CN(C)CCCn2ccc(NC(=O)OCc3ccccc3)nc2=O)cc1OC	-1.1	/	-3.8	11	-12	-1	-2	/	-1
CC1(C)NC(=O)N(CC(O)COC2CCCCC2)C1=O (stereo not given)	0.1	0.7	0.0	7	10	3	1	8	6
CC(=O)N1CCN=C1SCc1c(F)cccc1Cl	-0.7	1.9	-1.8	10	13	-1	6	3	-5
CCCN(CCC)C(=O)c1ccc2nc(-c3ccc(OC)c(OC)c3)c(-c3ccc(OC)c(OC)c3)nc2c1	7.8	-2.0	-1.3	12	7	0	-19	4	?
C=CCNC(=O)c1c(C(F)(F)F)nn(C)c1Cl	/	-0.4	0.2	4	8	2	4	8	-5
COc1ccc(-c2nc(N/N=C(\C)c3ccc(O)cc3)c3ccccc3n2)cc1	/	-1.5	-1.3	-5	26	7	-8	-44	-6
CCOC(=O)CNC(=S)n1ncnc1N	/	2.3	-2.3	-9	2	-1	-4	-2	2
COc1cc(CCC(=O)Nc2ncc(C)s2)cc(OC)c1OC	0.6	0.3	-2.4	7	-4	1	-4	-10	2
CC(C)CNC(=O)C1(C)CCCN1C(=O)C(C)(C)Oc1ccc(Cl)cc1 (stereo not given)	-2.7	/	-1.0	/	15	3	-9	/	8
CC1Cc2nc(SCC(=O)OCc3ccccc3)n(C)c(=O)c2S1 (stereo not given)	8.8	1.1	-3.7	14	10	-2	-5	-4	-3
COc1ccccc1S(=O)(=O)NCc1ccc(C(=O)NC(C)c2ccccn2)cc1 (stereo not given)	1.1	1.9	-2.1	13	4	3	5	-9	2
CC(C)C[C@H]1CN([C@@H](Cc2ccc(O)cc2)CN2CCC[C@@H]2CN2C(=S)NC[C@@H]2Cc2ccccc2)C(=S)N1CC1CCCCC1	-6.6	/	-0.9	/	/	0	13	/	-7
CN(C)c1ccc(-c2nnc(SCC3CCCO3)n2C)cc1 (stereo not given)	/	0.4	0.1	4	1	0	-2	5	-1
COc1cc(/C=C(\C#N)c2ccccn2)ccc1OCc1ccc(Cl)cc1	/	-1.5	-1.7	-7	19	5	10	-10	0
CCCNC(=O)N(C)C[C@@H]1Oc2cc(C#C[C@H](C)O)ccc2S(=O)(=O)N([C@H](C)CO)C[C@H]1C	1.2&-0.4&-0.7	/	-0.6	3	-6	-1	-2	/	7
CC(=O)NC1=NN(C(C)=O)C(C)(c2ccc(Br)cc2)S1 (stereo not given)	0.7	-0.4	-5.5	3	4	-2	1	-3	-7
Cc1cc(C)n(-c2ncc3c(n2)N(CCO)CCOC3=O)n1	-0.8	1.2	-0.5	6	4	5	-3	-3	35*
Nc1c2c(nc3ccn(-c4ccccc4)c(=O)c13)CCCCC2	1.6	-0.6	-1.5	4	2	17	-7	-1	-5
CCN(CC)S(=O)(=O)c1cccc(C(=O)N[C@H](C(=O)NC2=NCCS2)C(C)C)c1	/	0.3	-4.3	-5	-17	0	4	-6	2
COC(=O)c1[nH]c2cccc(Cl)c2c1NC(=O)CN1CCN(CCO)CC1	-0.3	5.9	-4.6	7	-1	4	-7	0	19
COc1ccc(NC(=O)CSc2nnc(C)c3ccccc23)cc1	0.6	0.4	-0.6	-3	13	1	7	-7	6
Cc1onc(-c2ccccc2)c1C(=O)Nc1nnc(COc2ccc(Cl)cc2)s1	1.6	0.2	0.4	-3	-9	11	/	-11	-13
COc1ccccc1Nc1nccc(N(C)C)c1C#N	1.0	-1.3	-0.6	3	-3	1	-2	-3	-10
CN1C2CCC1CC(OC(c1ccccc1)c1ccccc1)C2 (stereo not given)	0.2	-0.6	-1.1	0	1	1	-9	7	-6
COc1ccc(-c2nn(-c3ccccc3)cc2CNCc2cccnc2)c(F)c1	/	1.1	-0.7	3	5	1	3	3	-7
O=C(OCc1ccccc1)c1cc(S(=O)(=O)N2CCCCC2)ccc1N1CCOCC1	0.2	0.8	-2.1	-8	2	-1	1	0	1
CCOC(=O)CSc1nc2ccsc2c(=O)n1C1CCN(C(=O)OCC)CC1	/	3.4	-2.4	-1	3	2	/	9	0
CCOC(=O)N1CCN(C(=O)c2oc3ccc(S(=O)(=O)N4CCCCC4)cc3c2C)CC1	2.9	3.3	-3.0	3	-8	-1	6	11	7
O=C(NC1CCCCC1)C(c1ccnc2ccccc12)N1CCOCC1 (stereo not given)	2.3	/	0.7	/	/	3	-4	/	1
CCc1ccc(-c2cc(C)no2)cc1S(=O)(=O)N1CCOc2ccc(C)cc21	-0.2	-1.0	-6.4	-1	-4	-5	-12	-15	1
COc1ccc(Cl)cc1NC(=O)CN(C)CC(=O)Nc1ccc(C)cc1Br	0.0	2.7	-3.4	9	3	0	11	-25	-2
CCc1nnc(NC(=O)CN2C(=O)N(C)C3(CCCCC3)C2=O)s1	4.1	-2.7	0.1	-6	2	2	-3	-7	1
O=C(Cc1ccc(NC2=NC3CS(=O)(=O)CC3S2)cc1)N1CCN(c2ccc(F)cc2)CC1 (stereo not given)	0.7	0.8	-2.5	15	-9	-3	-2	0	-2
CC(C)(C)N(CC(=O)NC1CCCCC1)C(=O)CS(=O)CC(=O)Nc1ccc(F)cc1 (stereo not given)	-1.2	0.7	-1.9	4	-8	1	-7	11	6
CCN1C(=O)[C@H]2[C@@H](c3ccc(-c4ccc(C(C)=O)cc4)cc3)N3CCC[C@@]3(C(=O)OC)[C@H]2C1=O	-0.6	-3.6	-5.9	-2	-10	4	0	-4	2
COc1cc(C(=O)Nc2c(C)cc(C)cc2C)c(-n2cnnn2)cc1OC	-0.1	2.2	-3.8	5	-10	-1	-8	-6	6
Cc1ccc2nc(-c3ccc(NC(=O)CSc4nc(N)cc(=O)[nH]4)cc3)sc2c1	-0.9	0.6	-6.5	-56	24	37*	9	-70	6
O=C(O)c1cc(=O)[nH]c2c(Cl)cccc12	-0.4	1.0	-0.9	8	3	5	4	-6	-1
CCN(CC)c1ccc(/C=N/NC(=O)CN2CCCc3ccccc32)cc1	/	-1.0	-0.4	0	30	4	3	8	1
COc1ccc(C2C([N+](=O)[O-])=C(C)N(C)C(=O)N2C)cc1OC (stereo not given)	/	1.9	-1.7	-13	6	0	-5	2	3
CC(C)(C)NC(=O)NCc1cccnc1	/	-1.7	-0.6	-2	3	-1	0	9	-10
CN1CCC23c4ccccc4NC1C21CCN(C)C3Nc2ccccc21	0.5	0.6	1.0	9	0	2	0	2	-7
CC1CCCCN1C(=O)/C(=C\c1ccccc1)c1ccccc1 (stereo not given)	3.4	-0.7	-3.2	0	-4	-3	0	-5	5
CCOC(=O)c1c(NC(C)=O)sc2c(OCC(O)CNC(C)(C)C)c(Br)ccc12 (stereo not given)	-1.9	-2.8	-2.9	-5	1	6	-4	-9	-3
CCN(CC)CCCNC(=O)C1CCN(c2ncnc3c2sc2cccc(F)c23)CC1	1.5	2.6	-2.8	-6	9	4	-5	6	-2
O=C(OCc1ccccc1)C1=[N+]([O-])OC(C(=O)OCc2ccccc2)C1c1c[nH]c2ccccc12 (stereo not given)	/	-0.8	0.3	-6	8	7	2	1	0
O=C(Nc1cc(S(=O)(=O)N2CCCC2)ccc1Cl)c1ccncc1	-0.4	1.6	0.6	12	6	1	1	-1	-4
CCc1cc(=O)oc2c(C)c(OCC(=O)N3CCCc4ccccc43)ccc12	-0.2	1.7	-1.4	-6	11	8	4	-13	1
O=C(CSc1ccc2c(c1)OCCO2)NCCN1C(=O)CSC1=O	-1.4	2.1	-1.8	8	8	-1	4	-4	9
Other compounds:
SMILES	Mtb BioA inh	Mtb UGM inh	FadD28 FP inh	MazF activator	GDH-TPI inh	Mtb FBA inh	PrPC surface inh	Rv3671c inh	BoNT-F LC inh
O=C(O)c1ccc(CNC(=S)Nc2ccccc2)cc1	-1.5	-0.7	-1.0	-20	8	2	7	-1	1
Cc1c(NC(=O)C(C)OC(=O)[C@@H](NC(=O)c2ccccc2)C(C)C)c(=O)n(-c2ccccc2)n1C (stereo not given in full)	0.1	-2.2	-0.8	1	-8	-1	8	-14	-12
Cc1ccccc1CN1CCCC(C(=O)Nc2ccccc2Oc2cccnc2)C1 (stereo not given)	1.3	1.7	-0.7	2	1	2	-9	-8	-4
O=C(c1cc(S(=O)(=O)N2CCOCC2)ccc1F)N1CCC2(CC1)OCCO2	-0.6	0.8	-0.3	2	-8	-1	-1	-3	5
CC(C)c1nnc(SCC(=O)N2CCc3ccccc32)n1C	/	1.0	0.7	14	2	0	-3	1	-4
COc1ccc(OCc2nnc(SCC(=O)O)n2N)cc1	/	0.1	-0.9	6	1	3	1	7	7
CC1(C)OC(=O)C2=C(C[C@@H](CCOCc3ccccc3)O[C@H]2c2ccc(F)cc2)O1	-1.3	/	0.0	/	/	0	2	/	-1
O=C(CCc1ccccc1)NCc1ccccn1	-1.5	-0.3	-4.8	3	-7	0	-1	-4	-14
CC(=O)Nc1ccc(S(=O)(=O)N(C)CC(=O)OCC(=O)N2CC(C)OC(C)C2)cc1 (stereo not given)	/	-3.4	-2.9	3	-2	0	-7	13	4
O=C(CSc1nnc(CNC(=O)c2ccco2)o1)Nc1ccc(OC(F)(F)F)cc1	-7.5	0.6	-1.6	-18	-3	1	-7	-1	0
CC[C@]12c3[nH]c4cc(CCC(=O)N(C)C)ccc4c3CCN1C(=O)[C@@H](CC(=O)NCCc1ccccn1)C[C@@H]2C(=O)N1CCN(C(=O)c2ccco2)CC1	-0.6	/	-1.0	2	5	6	-5	/	-10
C=CCn1c(O)c(C(C)=NCc2cccnc2)c(=O)[nH]c1=O	-1.9	-0.9	-0.1	-7	8	2	4	3	-4

Nothing new here: entries from further up.
SMILES	Mtb BioA inh	Mtb UGM inh	FadD28 FP inh	MazF activator	GDH-TPI inh	Mtb FBA inh	PrPC surface inh	Rv3671c inh	BoNT-F LC inh
O=C(Nc1cc(S(=O)(=O)N2CCCC2)ccc1Cl)c1ccncc1	-0.4	1.6	0.6	12	6	1	1	-1	-4
CCc1cc(=O)oc2c(C)c(OCC(=O)N3CCCc4ccccc43)ccc12	-0.2	1.7	-1.4	-6	11	8	4	-13	1
O=C(CSc1ccc2c(c1)OCCO2)NCCN1C(=O)CSC1=O	-1.4	2.1	-1.8	8	8	-1	4	-4	9
O=C(O)c1ccc(CNC(=S)Nc2ccccc2)cc1	-1.5	-0.7	-1.0	-20	8	2	7	-1	1
Cc1c(NC(=O)C(C)OC(=O)[C@@H](NC(=O)c2ccccc2)C(C)C)c(=O)n(-c2ccccc2)n1C (stereo not given in full)	0.1	-2.2	-0.8	1	-8	-1	8	-14	-12
Cc1ccccc1CN1CCCC(C(=O)Nc2ccccc2Oc2cccnc2)C1 (stereo not given)	1.3	1.7	-0.7	2	1	2	-9	-8	-4
O=C(c1cc(S(=O)(=O)N2CCOCC2)ccc1F)N1CCC2(CC1)OCCO2	-0.6	0.8	-0.3	2	-8	-1	-1	-3	5
CC(C)c1nnc(SCC(=O)N2CCc3ccccc32)n1C	/	1.0	0.7	14	2	0	-3	1	-4
COc1ccc(OCc2nnc(SCC(=O)O)n2N)cc1	/	0.1	-0.9	6	1	3	1	7	7
CC1(C)OC(=O)C2=C(C[C@@H](CCOCc3ccccc3)O[C@H]2c2ccc(F)cc2)O1	-1.3	/	0.0	/	/	0	2	/	-1
O=C(CCc1ccccc1)NCc1ccccn1	-1.5	-0.3	-4.8	3	-7	0	-1	-4	-14
CC(=O)Nc1ccc(S(=O)(=O)N(C)CC(=O)OCC(=O)N2CC(C)OC(C)C2)cc1 (stereo not given)	/	-3.4	-2.9	3	-2	0	-7	13	4
